# Statin myotox sup: suppressors of simvastatin-induced myotoxicity in C2C12 myotubes; ATP luminescence, 48 h; scaled: DMSO 0, geranylgeraniol control 100; rescue of ATP level, % at 7.49 µM; actives 0.78% (n = 330,000);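 active means mean ATP rescue above about 67%, or every replicate alone reaching that limit, limit read from the data, passing the limit was not always enough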;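 further: myotubes were challenged with 10 µM simvastatin during compound exposure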
# PglD inh: blocks C. jejuni PglD acetyltransferase activity; inhibition, % at 12.5 µM; actives 0.098% (n = 360,000); purified PglD enzyme, DTNB colorimetric CoA detection; in the data active means inhibition above about 16%, passing the limit was not always enough; further: strong numbers were not always called active
# GSIS activator: GLuc luminescence reporter in INS-1E cells, primary screen for activators of glucose-dependent secretion of insulin | INS-1E GLuc reporter insulin secretion, 2-3 h | activation, % at 16.6 µM | actives 0.61% (n = 370,000) | AID 743287;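 active means lowest replicate activation of at least 40%, so every replicate reaches that level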;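 further: 0% = median of neutral control wells and 100% = median of IBMX positive control wells; some compounds called inactive have numbers as strong as hits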
# miR122 inh: blocks miR-122 activity in Huh7 sensor cells; Huh7 miR-122 Renilla luciferase sensor, 48 h; neutral wells = 0, positive control = 100; activation (reporter increase), % at 12.5 µM; actives 0.3% (n = 340,000);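 active means mean replicate activation score at least 90 and every replicate individually at or above 90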;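 further: higher luciferase means less miR-122 activity so hits act as miR-122 inhibitors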
# PGC1a acetyl inh: PGC1a acetylation modulation, inhibitor mode; U2OS PGC1a acetylation, AlphaScreen anti-acetyl-lysine; with virally co-expressed GCN5 acetyltransferase; inhibition, % at 15.6 µM; actives 0.17% (n = 350,000);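 active means every replicate shows inhibition of at least 40%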;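 further: 0% = neutral control wells and 100% = positive control wells; some results beyond the cut were filed as inactive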
# CFTR F508del cor: correctors of CFTR F508del function in bronchial epithelial cells. actives 0.36% (n = 350,000). CFBE cells, YFP halide quenching; stimulated with forskolin plus potentiator P3; % fluorescence drop versus neutral controls. activity (quench increase), % at 7.58 µM;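 active means mean added fluorescence quench of at least 8% versus neutral control, with both replicates also reaching 8%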;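 further: cells transiently co-express mutant CFTR-F508del with the halide-sensitive YFP; corrector assay measuring rescue of mutant channel to the surface after 24 h compound exposure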
# Cneo AK release: causes C. neoformans cell lysis. actives 0.2% (n = 360,000). adenylate kinase release luminescence, 4 h; normalised: neutral wells 0, clomiphene wells 100. lysis activity, % at 15 µM;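 active means mean lysis activity across replicates of at least 80%, whatever share of replicates individually reach that level; inactive means mean lysis activity below 80%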
#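 Assay system: C. neoformans cells. Amount: yeast cell density of 5 × 10^6 cells/mL. Technique: AK luminescence. Buffer or medium: YPD. Times: static 4 h at 37 °C with compound, 1 h detection. Dosing: single-point compound dose. Read-out: lysis from increased AK signal.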
# FN deposit inh: fibronectin deposition inhibition | actives 0.086% (n = 350,000) | AH1F fibroblasts, Alexa488-fibronectin deposition fluorescence, overnight | inhibition, % at 12.6 µM;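 active means mean inhibition across replicates of 30% or more, regardless of how many single replicates reach that level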;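 further: positive control wells lacked labelled fibronectin entirely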
#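 Test system: AH1F fibroblast monolayer depositing Alexa488-labelled fibronectin into matrix. Input: 10000 cells per well. Technique: fluorescence, ex 485 nm, em 525 nm. Buffer or medium: DMEM plus 2% serum, read in PBS. Timing: 1 h cell adhesion before compound, then overnight fibronectin incubation. Compound: single dose, pinned. Read-out basis: inhibition from reduced deposited-fibronectin fluorescence.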
# Starred values were filed as active, the others as inactive; . = no result given; & = joins results of further samples; [ ] = dose if it differs, or a comment. Outcome played no part in choosing rows. Share with any hit: about 2.1%.
SMILES,Statin myotox sup,PglD inh,GSIS activator,miR122 inh,PGC1a acetyl inh,CFTR F508del cor,Cneo AK release,FN deposit inh
COc1cccc(NC(=O)NCCN2CCCCC2)c1,12,-7,19,-5,.,-2.5,-2,10
Cc1ccc(-c2nc(C)sc2CC(=O)O)cc1,.,16,-2,3,.,.,1,-3
FC(F)(F)c1cccc(-c2nc3nc(Cl)c(Cl)nc3[nH]2)c1,-307,4,-67,-11,1,.,-3,.
O=C(CC1C(=O)NCCN1Cc1ccoc1)NCCCn1ncc2ccccc21 (stereo not drawn),-8,7,0,-3,8,-1.7,76,-12
COCC(=O)N(C)c1nnc(-c2cnccn2)s1,.,-3,.,-5,9,.,1,-3
O=C(CCCNS(=O)(=O)c1cccs1)N1CCc2ccccc2C1,.,1,9,-3,.,.,0,-11
OC(c1cccc(CN2CCCCC2)c1)c1ncc(-c2cccc(C(F)(F)F)c2)[nH]1 (stereo not drawn),-1,1,-8,-6,.,0.4,1,-7
CCSc1nnc(NC(=O)C(CC)(C(F)(F)F)C(F)(F)F)s1,-264,2,.,3,-1,.,1,.
NS(=O)(=O)c1cccc(Nc2nc3ccccc3nc2NS(=O)(=O)c2ccc(Cl)cc2)c1,10,3,-36,68,2,1.2,0,2
C[C@H](CO)N1C[C@H](C)[C@H](CN(C)S(=O)(=O)c2ccccc2F)OCc2cnnn2CCCC1=O,1&-3&2,-2&2&-1,8&-3,1,3&1,-2.1&1.3&-0.2,1&-2&8,0
CCN(CC)S(=O)(=O)c1ccc2c(c1)c(=O)c(C(=O)NCCOC)cn2C,-13,.,.,-6,9,.,1,3
CCCC(C)NC(=O)/C=C/c1cccc([N+](=O)[O-])c1 (stereo not drawn),26,-1,.,3,-3,.,-3,.
CCNC(=S)N=Nc1c(O)[nH]c2ccc(C(C)C)cc12,.,1,-2,3,.,.,0,1
COc1cccc(-c2ccc3c(c2)O[C@H](CN(C)C(=O)C2CCCCC2)[C@H](C)CN([C@@H](C)CO)S3(=O)=O)c1,-96,4,-18,26[16.7 µM],6,-2.8,-1,.
O=C(O)CSCC(=O)N1CCCN(c2nccc(C(F)(F)F)n2)CC1,2,-3,-3,-8,8,-1.7,1,-1
COc1cccc2cc(-c3ccccc3)c(=O)oc12,.,-5,6,.,.,3.5,-11,2
COCCNC(=O)c1ccc2c(=O)n(Cc3ccco3)c(SCC(=O)NC3CCCCC3)nc2c1,2,0,.,1,6,.,5,0
O=C(O)CCNC(=O)c1ccccc1,1,-4,.,2,-7,-2.2,-2,-2
CC1CCCC(C)N1C(=O)COC(=O)Cc1c[nH]c2ccccc12 (stereo not drawn),19,2,14,1,-2,-4.7,2,-6
CCCc1ccc(C(=O)CCC(=O)O)cc1,1,5,.,-5,-20,.,-5,.
COc1ccccc1S(=O)(=O)N[C@@H]1CC[C@@H](CC(=O)N2CCCCC2)O[C@H]1CO,-1,4,15,.,6,-9.0,3,.
CC(=O)Nc1ccc2c(c1)C(=O)N(C)[C@H]1CC[C@@H](CC(=O)NCC3CC3)O[C@@H]1CO2,5,-3,2,3[16.7 µM],-6,3.9,41,-23
CCn1cc(C(=O)NC2CCCCCC2)c(=O)c2cc(S(=O)(=O)N3CCCCC3)ccc21,0,1,-13,-4,1,-3.4,3,-8
Cc1ccc(S(=O)(=O)N2CCN(C(=O)COC(=O)Cc3ccc(Cl)cc3)CC2)c(C)c1,-10,5,-45,0,5,0.4,-8,-4
C[C@H](CO)N1C[C@H](C)[C@@H](CN(C)C)OCCCC[C@H](C)Oc2ccc(NC(=O)c3ccccc3)cc2C1=O,24,0,14,-2[16.7 µM],16,-1.3,56,.
# The listing continues.
SMILES,Statin myotox sup,PglD inh,GSIS activator,miR122 inh,PGC1a acetyl inh,CFTR F508del cor,Cneo AK release,FN deposit inh
COCCn1c(N)c(N(Cc2ccccc2)C(=O)c2cc(=O)[nH]c3ccccc23)c(=O)[nH]c1=O,-8,0,13,-7,0,-9.6,2,-4
CN1CCc2c(sc3c2c(=O)n(-c2ccccc2)c2n[nH]c(=S)n32)C1,-3,.,.,4,13,.,0,8
CSc1nc2ccc(NC(=O)CS(=O)(=O)c3ccccc3)cc2s1,1,1,-5,7,-4,3.6,0,-8
CCOC(=O)C(C)(C)Sc1nc2c(cnn2-c2ccc(F)cc2)c(=O)[nH]1,3,-4,-3,-2,-4,4.0,-3,-6
Cc1cccc(C(=O)Nc2cc(=O)n(C)c(=O)n2C)c1,-10,-3,33,-4,-6,-0.3,0,-3
CC1(C)C(=O)N(CCN2CCC(C(=O)c3ccc(F)cc3)CC2)c2ccccc21,2,-3,.,-1,-8,0.4,-2,-1
CC(Cc1c[nH]c2ccccc12)NC(N)=O (stereo not drawn),7,2,44,-3,4,0.6,1,-1
COc1cccc(-c2ccc3n(c2=O)C[C@H]2[C@H](CO)[C@@H](C(=O)NC4CCC4)N(S(C)(=O)=O)[C@@H]32)c1,-6,1,-1,1[16.7 µM],.,-1.1,-2,.
CCc1cccc(NC(=O)CSCc2cc(=O)[nH][nH]2)c1,4,-4,.,-4,12,.,1,1
Cc1ccc(S(=O)(=O)N(C)C[C@H]2OCCCC[C@H](C)Oc3ccc(NC(=O)C4CCCCC4)cc3C(=O)N([C@@H](C)CO)C[C@@H]2C)cc1,-330,1,-1,-7[16.7 µM],.,-6.8,2,.
O=S(=O)(N/N=C/c1ccc2c(c1)OCO2)c1ccc(Br)cc1,.,-1,2,.,.,-2.1,16,-1
O=C(CCN1CCCCC1)NCC[C@@H]1CC[C@@H](NC(=O)Nc2ccc(Cl)cc2)[C@H](CO)O1,2,-6,7,.,2,-1.4,64,9
O=C(Cc1ccc(NC(=O)C2CCCN(C(=O)C3CCCCC3)C2)cc1)Nc1cccc(C(=O)N2CCCCC2)c1 (stereo not drawn),-2,0,-14,-2,-3,6.4,5,-4
CC(C)(C)C(=O)N1CCN(c2nc3ccccc3s2)CC1,17,-1,14,9,-2,-0.7,-2,5
COc1ccc(CCNC(=O)c2cc(S(=O)(=O)N3CCOCC3)cn2C)cc1OC,-5,1,.,4,9,1.0,0,-7
Cc1cccc(OCCC(=O)Nc2nnc(C)s2)c1,8,-4,-1,-6,-6,-3.7,2,-2
CCOC(=O)c1c(C)[nH]c(C)c1C(=O)COC(=O)Cc1ccc(OC)c(OC)c1,8,8,.,.,1,-4.3,2,5
CCOC(=O)C1(CCCc2ccccc2)CCN(S(=O)(=O)N(C)C)CC1,9,2,0,0,-5,-2.3,1,-4
CC(C)(C)NC(=O)N1CCN(S(=O)(=O)c2ccc3c(c2)CCC3)CC1,-8,4,-17,-8,-2,0.6,0,0
CC(C)N(C(=O)[C@H]1C[C@H](CC(=O)NC(C)(C)C)C(=O)N2CCc3c([nH]c4cc(-c5ccco5)ccc34)[C@]12C)C(C)C,5,-1,-1,-4,.,-4.8,-4,-18
Cc1ccc(S(=O)(=O)Nc2ccc(C(=O)Nc3cc(C)on3)cc2)cc1,-1,2,15,115*,9,.,-2,8
N#Cc1c(SCC(N)=O)nsc1SCc1ccc(Cl)cc1,-6,2,.,0,1,.,2,-5
O=C(c1cccc(F)c1)N1C[C@@H]2[C@H](c3ccccc31)[C@@H](CO)N2C(=O)C1CCOCC1,-33,-2,12,14[16.7 µM],-7,1.4,3,.
CC1CCc2sc(C(=O)OCC(=O)NC(C)C)cc2C1 (stereo not drawn),0,-17,5,-6,-12,0.4,-1,.
Cc1ccc(S(=O)(=O)N2CCCCC2)cc1NC(=O)C1CC(=O)N(Cc2ccco2)C1 (stereo not drawn),7,.,-11,64,7,-1.2,6,1
# Other records follow:
SMILES,Statin myotox sup,PglD inh,GSIS activator,miR122 inh,PGC1a acetyl inh,CFTR F508del cor,Cneo AK release,FN deposit inh
COc1ccc(CCNC(=O)CSCc2c(F)cccc2Cl)cc1OC,8,1,16,-2,1,2.7,1,0
COc1ccc(C(=O)O/N=C(\C)c2ccccc2)cc1,7,6,.,-1,6,.,-8,.
CC(C)(C)NS(=O)(=O)c1ccc(CCC(=O)NCc2ccccn2)cc1,0,-1,20,13,10,-1.7,0,12
Cc1ccc(NC(=S)N(CCCN2CCOCC2)Cc2cccnc2)cc1C,.,.,3,.,-14,0.9,.,-4
COc1ccc(N2CCN(C(=O)c3cccnc3SCc3cccc(Br)c3)CC2)cc1,-4,0,-34,-1,-12,1.2,1,-1
Cc1cccc(S(=O)(=O)N2CCN(Cc3ccc4c(c3)OCO4)CC2)c1,-1,-1,-2,.,.,-2.1,-4,-6
CCCCCCCCC1=NCCc2c1[nH]c1ccccc21,-22,2,-41,18,.,4.6,2,-8
O=C(CC1(O)C(=O)Nc2ccccc21)c1ccc2c(c1)OCO2 (stereo not drawn),10,-2,.,5,2,.,1,.
Cc1cccc(S(=O)(=O)NC(=O)C2(C)CCN2C(=O)CC2CCCCC2)c1 (stereo not drawn),-1,-1,-7,-4,6,-2.4,0,-3
O=C1c2ccccc2C(=O)N1CCCCSc1nnc2ccccn12,17,1,.,-6,4,.,4,.
Cc1ccc(CN2C(=O)c3ccccc3NC2c2ccccn2)cc1 (stereo not drawn),.,.,12,.,-7,1.3,.,4
C[C@@H]1CN([C@H](C)CO)S(=O)(=O)c2ccc(-c3cncnc3)cc2O[C@@H]1CN(C)Cc1cncnc1,-26,-5,13,1[16.7 µM],10,0.0,-4,.
CC(=O)Nc1ccc(S(=O)(=O)N(Cc2cccnc2)Cc2cc3ccccc3[nH]c2=O)cc1,3,1,14,.,.,2.6,0,6
C[C@H](CO)N1C[C@H](C)[C@@H](CN(C)C(=O)c2ccncc2)OCCCC[C@H](C)Oc2ccc(NC(=O)c3ccncc3)cc2C1=O,.,-3,18,-1[16.7 µM],-4,3.4,1,-2
Cc1ccc(OC(=O)CCc2c(C)nc3ncnn3c2C)cc1,18,-2,.,13,6,.,0,7
CCNC(=O)NC(=O)C(C)Sc1nc2ccccc2c(=O)n1-c1cccnc1 (stereo not drawn),2,-2,-1,0,-4,0.5,5,-2
Cc1cc(OC(=O)c2ccccc2)c([N+](=O)[O-])c(=O)[nH]1,.,7,4,-14,1,3.4,1,-2
COc1cc(/C=C/C(=O)OCC(=O)Nc2ccc3[nH]c(=O)[nH]c3c2)ccc1OC(F)F,6,2,16,-1,.,-0.1,0,2
CCC(=O)N1C[C@@H](C)[C@@H](OC)CN(C)C(=O)c2cc(NC(=O)NC(C)C)ccc2OC[C@H]1C,8,3,-6,4[16.7 µM],7,2.0,1,-5

# Two compounds from above, showing only PglD inh, CFTR F508del cor and GSIS activator.
molecule	PglD inh	CFTR F508del cor	GSIS activator
Cc1cccc(S(=O)(=O)N2CCN(Cc3ccc4c(c3)OCO4)CC2)c1	-1	-2.1	-2
CCCCCCCCC1=NCCc2c1[nH]c1ccccc21	2	4.6	-41

# 3 compounds already listed, sorted by the value under PglD inh, low to high.
smiles	PglD inh	GSIS activator	miR122 inh	PGC1a acetyl inh	CFTR F508del cor
O=C(CC1(O)C(=O)Nc2ccccc21)c1ccc2c(c1)OCO2 (stereo not drawn)	-2	.	5	2	.
COc1ccc(N2CCN(C(=O)c3cccnc3SCc3cccc(Br)c3)CC2)cc1	0	-34	-1	-12	1.2
CC(=O)Nc1ccc(S(=O)(=O)N(Cc2cccnc2)Cc2cc3ccccc3[nH]c2=O)cc1	1	14	.	.	2.6

# Screening results deposited in PubChem by Broad Institute.
